# TIM10 inh – inhibits growth of TIM10 yeast strain; S. cerevisiae TIM10 strain growth, BacTiter-Glo luminescence, 24 h; inhibition, % at 10 µM; actives 1.4% (n = 330,000);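 active = inhibition of 40% or more at the single tested concentration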;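 note: wild-type TIM10 isogenic control strain grown at permissive 25 °C; 0% = DMSO yeast wells and 100% = minimal medium wells without yeast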
# NLRP3 yeast inh – inhibitors of NALP3 inflammasome in yeast. Yeast reconstituted NLRP3/ASC/caspase-1, beta-gal luminescence, 24 h. inhibition, % at 10 µM. AID 2825. actives 0.39% (n = 330,000);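 active = inhibition of 50% or more; inactive = inhibition below 50%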;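 note: plate controls were induced DMSO wells for no effect and uninduced yeast grown without galactose for full effect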
# GRIN3A LBD mod – NR3A (human) ligand-binding domain modulation | Tm shift relative to glycine control, % at 25 µM | actives 2.5% (n = 340,000) | AID 1259313 | NR3A LBD differential scanning fluorimetry, Tm shift; 0% = protein alone, 100% = glycine-bound protein;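 active = melting temperature shift of at least 10% of the positive control shift, at one fixed dose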
# tim10-1 inh – tim10-1 yeast growth inhibition; S. cerevisiae tim10-1 ts strain growth, BacTiter-Glo, 24 h; inhibition, % at 20 µM; AID 463190; actives 2.2% (n = 330,000);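 active = inhibition of at least 40%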;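 note: mutant grown at 25 °C; 0% = DMSO wells with yeast and 100% = wells holding no yeast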
# MIN6 prolif – induces beta-cell replication in MIN6 cells. MIN6 cells proliferation, ATPlite luminescence, 48 h; cells starved in 0.2% serum; 100% = growth in 10% serum. proliferation, % at 10 µM. actives 0.29% (n = 330,000). AID 2380;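 active = compounds whose signal lies at least 3.5 SD above the mean of all wells on their plate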;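 note: 0% = DMSO-treated cells in low-serum medium and 100% = 10% serum control; some compounds called inactive have numbers as strong as hits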
# MPTP block – blocks calcium-induced mitochondrial swelling; isolated mouse mitochondria, Ca2+ swelling absorbance, 30 min; actives 1.4% (n = 360,000); inhibition, % at 10 µM;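 active = inhibition of 50% or more, scaled per plate between neutral and stimulator controls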;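 note: 0% = DMSO wells given calcium and 100% = 1 mM EGTA wells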
# tim23-1 inh – tim23-1 yeast growth inhibition; actives 1.3% (n = 330,000); S. cerevisiae tim23-1 growth, BacTiter-Glo luminescence, 24 h; inhibition, % at 20 µM;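 active = growth inhibition of the mutant yeast at or above 50%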;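 note: temperature-sensitive mutant grown at 25 °C; plate controls were DMSO-treated mutant yeast for no effect and medium wells lacking yeast for full effect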
# APJ agonist – APJ receptor agonism; CHO-K1 APJ PathHunter beta-arrestin, luminescence; 0% DMSO wells, 100% apelin; activation, % at 20 µM; actives 0.11% (n = 330,000); AID 2520;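 active = activation more than six SD over the plate average, tested at 20 µM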;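 note: 0% = DMSO alone and 100% = apelin-13 at 10 nM; some results filed as inactive read as strong as hits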
# Target sequence (P35414 whole entry, looked up): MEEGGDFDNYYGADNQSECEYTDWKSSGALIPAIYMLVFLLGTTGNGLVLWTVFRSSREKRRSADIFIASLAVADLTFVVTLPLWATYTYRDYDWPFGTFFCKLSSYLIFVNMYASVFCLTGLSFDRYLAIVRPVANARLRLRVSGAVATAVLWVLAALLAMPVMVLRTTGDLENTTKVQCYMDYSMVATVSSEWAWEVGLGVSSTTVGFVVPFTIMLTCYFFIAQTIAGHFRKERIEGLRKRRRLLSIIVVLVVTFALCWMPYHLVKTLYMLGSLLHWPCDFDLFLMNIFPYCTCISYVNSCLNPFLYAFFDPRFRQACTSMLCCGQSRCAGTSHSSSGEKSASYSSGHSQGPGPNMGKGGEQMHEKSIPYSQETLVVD
#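 Material: CHO-K1 APJ beta-arrestin complementation cell line; Input: cell density 1000 per well; Incubation: compound stimulation 90 min at 25 °C, detection 60 min; Signal: luminescence from split beta-galactosidase complementation, Galacton Star/Emerald II substrate; Controls: DMSO-only wells as negative, 10 nM Apelin-13 as positive control.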
# APJ antagonist – blocks the human apelin receptor APJ. inhibition, % at 20 µM. AID 2521. CHO-K1 APJ beta-arrestin complementation, luminescence. actives 0.32% (n = 330,000). P35414;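 active = inhibition above about 40% at 20 µM, limit read from the data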;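 note: cells challenged with 10 nM apelin-13 agonist together with compound; plate controls were apelin-13 plus DMSO wells for no effect and DMSO wells lacking apelin-13 for full effect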
# * marks the source's active call; other numbers are inactive results; / = no result given.
SMILES,TIM10 inh,NLRP3 yeast inh,GRIN3A LBD mod,tim10-1 inh,MIN6 prolif,MPTP block,tim23-1 inh,APJ agonist,APJ antagonist
CN(CC(=O)Nc1ccc(Cl)cc1)C(=O)CCc1nc2sc3c(c2c(=O)[nH]1)CCCC3,-16,13,2,-17,-3,1.0,-16,-2,0
CC(=O)Nc1ccc(S(=O)(=O)Nc2cccc(NC(=O)C(C)(C)C)c2)cc1,11,-2,4,-2,-1,1.1,7,-1,-7
Cc1ccc(C(=O)NC(C)c2ccc(-n3ccnc3)cc2)o1 (stereo not given),9,9,/,-11,1,0.2,-6,5,-46
CCC(C)c1ccc(OCc2ccc(C(=O)OC)o2)cc1 (stereo not given),-8,25,6,4,-2,3.8,-9,-5,22
CCOC(=O)C1CCN(C2CCN(C(=O)c3oc4c(F)cccc4c3C)CC2)CC1,8,7,0,-4,1,-0.1,-6,0,2
CC1CCC(NC(=O)CN(C)S(=O)(=O)c2cccc3cccnc23)CC1 (stereo not given),10,6,2,18,0,0.3,14,-2,5
OC(COCc1ccccc1)CN1CCCC1 (stereo not given),-11,-8,11*,-20,0,-0.3,-11,-1,4
Cc1ccc(NC2CCCN(C(=O)c3ccnc(Cl)c3)C2)cc1C (stereo not given),0,9,1,-7,4,-1.5,-2,-3,11
COC(=O)[C@@H](NC(=O)NCc1ccccc1F)C(C)C,1,4,-1,12,-1,-0.6,5,-1,0
CCC1CCC2(CC1)SCC(=O)N2c1ccccc1 (stereo not given),15,31,-4,-11,2,2.6,20,3,-3
CC(C)NC(=O)N(C)C[C@H]1Oc2c(NC(=O)C3CC3)cccc2C(=O)N([C@H](C)CO)C[C@@H]1C,-7,4,1,-9,-2,1.0,-2,-1,7
Cc1ccc(C(=O)C[n+]2ccc(-c3nnc4n3CCC4)cc2)cc1,7,1,-1,3,0,-2.1,-1,0,-8
CC(C)n1c(SCC(=O)N2CCN(C(=O)c3ccco3)CC2)nc2c1c(=O)n(C)c(=O)n2C,-6,9,-1,8,-2,-1.0,2,0,7
O=C(On1c(-c2ccccc2)nc2ccccc2c1=O)c1ccco1,33,35,-7,15,-5,38,75*,5,-2
CCOC(=O)c1ccc(NC(=O)C2CCN(S(=O)(=O)CC)CC2)cc1,-1,-2,1,4,-1,0.9,20,2,-3
CC(=O)Nc1cc(C(=O)OCC(=O)c2ccc(C)cc2)ccc1C,17,10,0,-29,-3,1.1,11,-2,-6
Cc1cccc(NC(=O)CC2Nc3cccc4cccc(c34)NC2=O)c1 (stereo not given),-2,28,-3,4,-4,2.0,9,4,-17
Cc1ccc(C2CN=NC23CCc2ccccc2C3=O)cc1 (stereo not given),22,20,-2,27,-3,1.6,28,-5,-8
COc1cc(CC(=O)NCCc2ccc(OCc3ccccc3)cc2)c([N+](=O)[O-])cc1OC,-12,18,0,-2,-3,1.4,-6,-3,-12
CC(=O)NCCNC(=O)c1oc2ccccc2c1CSc1ncn[nH]1,8,7,0,-7,-3,-0.3,5,0,-23
Cc1cc2ncn(C(=O)c3c(-c4ccccc4)noc3C)c2cc1C,34,9,1,41*,-2,0.8,41,-2,26
O=C(NCc1ccccc1)C1CCCN(c2cnccn2)C1 (stereo not given),-6,-16,0,11,0,-0.2,15,8,-10
O=C(c1ccccc1Sc1ccc([N+](=O)[O-])cc1Cl)N1CCOCC1,20,7,0,36,2,2.6,18,-1,3
COc1ccc2occ(C(=O)c3ccccc3)c2c1,5,4,-3,16,-3,0.1,16,-3,-3
CCOC(=O)N1CCN(C(=O)CN2C(=O)CC(C)(C)S(=O)(=O)c3ccccc32)CC1,15,17,0,14,-2,-0.8,14,-1,10

# Pulled one by one from the entries so far:
SMILES,TIM10 inh,NLRP3 yeast inh,GRIN3A LBD mod,tim10-1 inh,MIN6 prolif,MPTP block,tim23-1 inh,APJ agonist,APJ antagonist
Cc1ccc(NC2CCCN(C(=O)c3ccnc(Cl)c3)C2)cc1C (stereo not given),0,9,1,-7,4,-1.5,-2,-3,11
COc1ccc2occ(C(=O)c3ccccc3)c2c1,5,4,-3,16,-3,0.1,16,-3,-3
CCC1CCC2(CC1)SCC(=O)N2c1ccccc1 (stereo not given),15,31,-4,-11,2,2.6,20,3,-3

# Single values from the entries so far.
# Cc1ccc(C(=O)NC(C)c2ccc(-n3ccnc3)cc2)o1 (stereo not given) in MPTP block is entered as 0.2
# Cc1ccc(C2CN=NC23CCc2ccccc2C3=O)cc1 (stereo not given) in NLRP3 yeast inh is entered as 20

# One compound at a time, as listed above.
# Cc1cc2ncn(C(=O)c3c(-c4ccccc4)noc3C)c2cc1C reads TIM10 inh: 34; NLRP3 yeast inh: 9; GRIN3A LBD mod: 1; tim10-1 inh: 41*; MIN6 prolif: -2; MPTP block: 0.8; tim23-1 inh: 41; APJ agonist: -2; APJ antagonist: 26
# O=C(On1c(-c2ccccc2)nc2ccccc2c1=O)c1ccco1 reads TIM10 inh: 33; NLRP3 yeast inh: 35; GRIN3A LBD mod: -7; tim10-1 inh: 15; MIN6 prolif: -5; MPTP block: 38; tim23-1 inh: 75*; APJ agonist: 5; APJ antagonist: -2

# Following part.
SMILES,TIM10 inh,NLRP3 yeast inh,GRIN3A LBD mod,tim10-1 inh,MIN6 prolif,MPTP block,tim23-1 inh,APJ agonist,APJ antagonist
COCCn1nnnc1C(c1ccccc1OC)N1CCN(C(=O)c2ccco2)CC1 (stereo not given),-5,13,1,16,-1,1.5,13,0,-3
O=C(COC(=O)c1ccc([N+](=O)[O-])s1)Nc1ccccc1,46*,16,4,17,0,2.0,40,4,-58
Cn1cccc2[nH]c(=O)nc1-2,-3,7,0,9,-1,0.4,15,-2,-3
Nc1nnc(CC(=O)N/N=C/c2ccc(-c3ccccc3Cl)o2)s1,10,0,-4,6,0,4.6,-3,2,0
CCOC(=O)Cn1nnnc1C(CC)N(Cc1ccccc1)Cc1cc2cc(C)ccc2[nH]c1=O (stereo not given),19,-4,-2,16,-2,-3.0,26,-3,4
COc1ccc(-n2nc(C(=O)N3CCC(C#N)CC3)c3c4ccccc4n(C)c3c2=O)cc1,22,6,-2,26,-2,0.2,24,2,-5
COc1cccc(-c2nc3n(n2)C(c2cccs2)C(C(=O)Nc2cccnc2)=C(C)N3)c1 (stereo not given),1,19,1,-4,0,-3.4,-9,-4,-46
CCOC(=O)c1nc(NCc2ccccc2)sc1C,19,8,0,13,-3,-1.4,32,-1,-1
COCCNc1nc(SC)nc2sc3c(c12)CCN(C)C3,-10,11,2,2,-2,-0.2,3,-3,0
O=C(O)c1ccccc1SCC(=O)N1CCc2ccccc21,-4,12,0,-3,0,0.2,-4,-1,10
O=C1[C@H]2[C@@H](c3ccc(Cl)cc3)N3C(=O)N(c4cccc(Br)c4)C(=O)[C@@]3(Cc3ccc(Cl)cc3)[C@H]2C(=O)N1C1CCCCC1,6,-8,-3,14,-6,2.5,8,7,7
Cc1ccc(C)c(NS(=O)(=O)c2cc(C(=O)N3CCCC3)ccc2Cl)c1,-55,22,-2,-19,-3,0.1,-5,0,-14
CCN(CC)CCNC(=O)c1ccc(NC(=O)c2ccc(F)cc2F)cc1,11,11,-11,12,0,0.7,6,-2,17
O=C(NC1CCN(Cc2ccccc2)C1)c1cc(S(=O)(=O)N2CCOCC2)ccc1Cl (stereo not given),3,18,4,-14,-7,-0.6,-4,-2,-5
COc1cc2ccccc2cc1C(=O)N1CCCC(C(F)(F)F)C1 (stereo not given),-14,11,-1,31,0,-0.1,22,0,10
COc1ccc(CNS(=O)(=O)c2ccc3c(c2)CCN3C(=O)C2CC2)cc1,5,25,-11,11,-2,3.6,20,-6,13
COc1ccccc1-c1nnc(NC(=O)c2ccc(S(=O)(=O)N(C)C)cc2)o1,5,3,-6,13,-2,-1.7,0,1,0
Cc1c(NC(=O)CSC2=C(C#N)C(c3ccccc3F)CC(=O)N2)c(=O)n(-c2ccccc2)n1C (stereo not given),7,2,0,10,-1,2.1,13,-1,9
CC(C)Cn1c(N)c(C(=O)CSc2nc3ccccc3c(=O)n2CCCN2CCOCC2)c(=O)n(C)c1=O,14,18,/,-2,-3,/,-20,-3,14
Cc1ccc(-c2nnc(N3CCN(C(=O)CN4C(=O)c5ccccc5C4=O)CC3)c3ccccc23)cc1,-13,8,1,9,0,3.4,-28,6,-14
O=C(O)C1CCN(c2nc(-c3ccccc3)c3cc(Br)ccc3n2)CC1,-10,14,1,6,-6,0.3,30,0,-3
CCCC(=O)Nc1cccc(C(=O)Nc2ccccc2OCC)c1,5,4,/,16,-4,/,23,1,-3
Cc1nc2sc(C(=O)O)c(N)c2c2c1COC(C)(C)C2,3,11,3,-1,-2,-0.8,16,9,5
Cc1cc(NC(=O)CN2CCC(n3nnc4cc(C(F)(F)F)ccc43)CC2)no1,13,-8,1,15,-3,0.1,23,-3,8
Cc1nnc(SCCC(C)C)[nH]c1=O,0,3,-1,3,-3,0.9,3,-4,-18
CC(C)Cn1c(=O)c2ccccc2n2c(CCC(=O)NCC3CCCO3)nnc12 (stereo not given),6,11,2,15,-4,-1.2,9,1,8
Cc1ccccc1CN(C)C(=O)COC(=O)CSc1ccc([N+](=O)[O-])cc1,-7,15,2,14,-5,-1.3,20,10,6
COC(=O)C1=CN(c2ccc(F)cc2)C=C(C(=O)OC)C1c1cccc([N+](=O)[O-])c1,26,13,-1,19,6,1.0,30,-4,19
COc1ccc(OC)c(-c2csc(NC(=O)Cc3ccccc3F)n2)c1,13,11,-5,15,-3,0.8,51*,0,0
O=C(COC(=O)[C@H](Cc1ccccc1)NC(=O)c1ccco1)NCc1ccccc1,0,-7,2,14,1,1.5,13,-1,-18

# A stretch of the results above, for reference:
SMILES,TIM10 inh,NLRP3 yeast inh,GRIN3A LBD mod,tim10-1 inh,MIN6 prolif,MPTP block,tim23-1 inh,APJ agonist,APJ antagonist
COC(=O)C1=CN(c2ccc(F)cc2)C=C(C(=O)OC)C1c1cccc([N+](=O)[O-])c1,26,13,-1,19,6,1.0,30,-4,19
COc1ccc(OC)c(-c2csc(NC(=O)Cc3ccccc3F)n2)c1,13,11,-5,15,-3,0.8,51*,0,0
O=C(COC(=O)[C@H](Cc1ccccc1)NC(=O)c1ccco1)NCc1ccccc1,0,-7,2,14,1,1.5,13,-1,-18

# Source: PubChem
